Rin1-Abl PPI inh: human Rin1-Abl interaction inhibition; TR-FRET Rin1/Abl binding, biochemical; inhibition, % at 7.35 µM; actives 0.4% (n = 360,000); AID 588664; in the data active = inhibition above about 5%, passing the limit was not always enough
Neddyl block: cullin neddylation inhibition; P61081+Q13564; TR-FRET cullin neddylation, biochemical; calls only at 25 µM; actives 0.58% (n = 360,000); in the data active = inhibition above about 36%
NadD block: NadD (S. aureus) enzyme inhibition. actives 0.78% (n = 360,000). purified NadD enzyme, colorimetric absorbance read-out. inhibition, % at 20 µM; in the data active = inhibition above about 26%; note: some compounds past the cut are filed as inactive
CSN inh: CSN deneddylation inhibition; Q92905; Purified CSN, SCF-Nedd8-OG deneddylation, fluorescence polarization; inhibition, % at 12.5 µM; actives 0.38% (n = 360,000); AID 651999;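 active = pattern-corrected inhibition above about 35%, with an unprinted fluorescence ratio check between 0.5 and 1.5, limit read from the data, passing the limit was not always enough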;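 note: 0% = enzyme with substrate and 100% = substrate without enzyme; some results filed as inactive read as strong as hits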
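Assay system: purified human Csn5 enzyme expressed in HEK293T cells; measure: % inhibition; also added: SCFSkp2-Nedd8OG substrate at 10 nM final; technique: fluorescence polarization; times: reaction 90 min, room temperature; medium: Tris buffer pH 7.5, NaCl, DTT, Tween-20, trehalose, ovalbumin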
STEP block: inhibitors of human striatal-enriched phosphatase STEP. P54829. recombinant STEP, OMFP fluorogenic substrate, fluorescence. inhibition, % at 20 µM. actives 0.25% (n = 360,000). AID 588621;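 active = inhibition at 20 µM, scaled per plate between control wells, above about 37%, limit read from the data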;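 note: 0% = DMSO with enzyme and substrate and 100% = substrate only without enzyme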
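System: STEP (striatal-enriched tyrosine phosphatase) enzyme, cell-free; medium: Bis-Tris pH 6.0 buffer with DTT, detergent; dosing: 20 µM, 1% DMSO; times: reaction 20 min, ambient temperature; detection: fluorescence, 480/540 nm; read-out basis: normalized % inhibition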
DNMT1 inh: blocks human DNA methyltransferase DNMT1. inhibition (reported as % activation of signal), % at 10 µM. AID 588458. DNMT1 molecular beacon, Hinp1I cleavage, fluorescence. actives 0.83% (n = 360,000); in the data active = inhibition above about 50%
Target sequence (P26358 504-1616 limits assumed): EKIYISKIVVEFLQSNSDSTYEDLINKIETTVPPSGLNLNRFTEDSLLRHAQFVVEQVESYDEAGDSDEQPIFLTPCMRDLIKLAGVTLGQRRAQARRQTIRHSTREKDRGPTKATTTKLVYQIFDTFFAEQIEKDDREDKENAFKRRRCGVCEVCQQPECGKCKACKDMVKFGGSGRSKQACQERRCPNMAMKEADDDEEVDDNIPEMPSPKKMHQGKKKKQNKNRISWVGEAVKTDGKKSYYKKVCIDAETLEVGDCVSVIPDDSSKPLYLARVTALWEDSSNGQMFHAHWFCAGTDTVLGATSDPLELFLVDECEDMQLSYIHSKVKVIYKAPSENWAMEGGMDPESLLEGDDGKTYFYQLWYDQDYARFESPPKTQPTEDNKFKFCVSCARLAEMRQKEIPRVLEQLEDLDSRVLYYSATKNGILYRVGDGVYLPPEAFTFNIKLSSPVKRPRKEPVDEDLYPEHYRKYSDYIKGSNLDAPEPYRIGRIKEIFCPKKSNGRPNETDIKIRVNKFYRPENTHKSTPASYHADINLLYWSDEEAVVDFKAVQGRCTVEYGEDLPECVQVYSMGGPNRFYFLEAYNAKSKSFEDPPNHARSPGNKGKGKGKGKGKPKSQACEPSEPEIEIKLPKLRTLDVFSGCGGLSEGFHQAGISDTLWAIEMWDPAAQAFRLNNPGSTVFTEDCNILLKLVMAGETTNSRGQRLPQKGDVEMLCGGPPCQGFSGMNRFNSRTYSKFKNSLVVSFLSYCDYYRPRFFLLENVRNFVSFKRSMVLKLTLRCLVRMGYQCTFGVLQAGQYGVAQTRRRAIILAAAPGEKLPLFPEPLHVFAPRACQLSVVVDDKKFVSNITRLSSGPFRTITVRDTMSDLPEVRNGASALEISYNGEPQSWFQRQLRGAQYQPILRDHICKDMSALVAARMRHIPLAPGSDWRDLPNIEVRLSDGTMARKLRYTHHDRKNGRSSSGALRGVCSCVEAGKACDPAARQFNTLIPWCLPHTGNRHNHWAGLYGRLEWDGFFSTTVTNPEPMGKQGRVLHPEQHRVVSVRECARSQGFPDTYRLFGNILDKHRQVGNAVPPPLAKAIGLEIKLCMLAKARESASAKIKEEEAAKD
Rpn11 inh: blocks the human proteasome subunit Rpn11. human 26S proteasome, Ub4-pepOG fluorescence polarization; 20S core pre-blocked with epoxomicin. calls only at 20 µM. actives 0.59% (n = 360,000);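 active = inhibition at 20 µM, scaled to each plate's controls, above about 33%, limit read from the data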
SUMO1 PPI mod: SUMO1-SIM interaction modulation. actives 0.33% (n = 360,000). P63165. SUMO1 binding to a labelled peptide, TR-FRET, 1 h. inhibition, % at 20 µM. AID 602429; in the data active = inhibition above about 37%
LMPTP block: blocks human LMPTP phosphatase. recombinant LMPTP-A, OMFP fluorogenic substrate, fluorescence intensity. inhibition, % at 20 µM. actives 0.22% (n = 360,000). AID 651560;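 active = compounds that cut the enzyme signal by at least half of the control window in the single-dose screen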;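 note: plate controls were DMSO wells with enzyme plus substrate for no effect and substrate without enzyme for full effect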
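Assay system: LMPTP-A phosphatase enzyme | Input: 0.625 nM enzyme | Also added: Fluorogenic phosphatase substrate OMFP at 400 µM final | Compound dosing: One test concentration per compound, 20 µM, with 3% DMSO overall | Schedule: 50 min enzyme reaction at room temperature, protected from light | Signal: Fluorescence intensity | Benchmarks: no-enzyme and uninhibited controls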
Scp1 inh: inhibitors of human Scp-1 phosphatase | Q9GZU7 | Recombinant Scp1, phosphopeptide, malachite green phosphate absorbance | inhibition, % at 20 µM | actives 0.88% (n = 340,000) | AID 493091;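 active = inhibition above about 50% at 20 µM, limit read from the data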;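 note: plate controls were DMSO wells with enzyme for no effect and wells lacking enzyme for full effect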
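Test system: SCP-1 phosphatase catalytic domain, residues 76-261; measured by: colorimetric phosphate reagent with accelerator and stabiliser, absorbance at 630 nm; timing: enzyme reaction 45 min at room temperature, colour 5 min, stabilisation 30 min; also added: Phosphorylated 17-residue peptide substrate; compound dosing: one concentration, 20 µM, with 1.0% DMSO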
Starred values were filed as active, the others as inactive.

Start of the listing, in advance (three entries):
How did Cc1ccccc1C(=O)N1CCC(C(=O)N(C)CCOc2ccccc2)CC1 do in these assays?
Rin1-Abl PPI inh: -1; Neddyl block: inactive; NadD block: 5; CSN inh: -1; STEP block: -4; DNMT1 inh: 0; Rpn11 inh: inactive; SUMO1 PPI mod: -30; LMPTP block: -11; Scp1 inh: -8

How did CCOc1ccc(C(CC(=O)O)NC(=O)COc2ccccc2)cc1OC (configuration not stated) do in these assays?
Rin1-Abl PPI inh: 2; Neddyl block: inactive; NadD block: 1; CSN inh: -3; STEP block: -1; DNMT1 inh: 12; Rpn11 inh: inactive; SUMO1 PPI mod: -3; LMPTP block: -1.4; Scp1 inh: 5

How did CC1(C(=O)O)CCC2(C)CCC3(C)C(=CC(=O)C4C5(C)CCC(=O)C(C)(C)C5CCC43C)C2C1 (configuration not stated) do in these assays?
Rin1-Abl PPI inh: -7; Neddyl block: inactive; NadD block: 4; CSN inh: -3; STEP block: 2; DNMT1 inh: 1; Rpn11 inh: inactive; SUMO1 PPI mod: 3; LMPTP block: -1.8

Main list, previewed entries included:
How did Cc1ccccc1C(=O)N1CCC(C(=O)N(C)CCOc2ccccc2)CC1 do in these assays?
Rin1-Abl PPI inh: -1; Neddyl block: inactive; NadD block: 5; CSN inh: -1; STEP block: -4; DNMT1 inh: 0; Rpn11 inh: inactive; SUMO1 PPI mod: -30; LMPTP block: -11; Scp1 inh: -8

How did CCOc1ccc(C(CC(=O)O)NC(=O)COc2ccccc2)cc1OC (configuration not stated) do in these assays?
Rin1-Abl PPI inh: 2; Neddyl block: inactive; NadD block: 1; CSN inh: -3; STEP block: -1; DNMT1 inh: 12; Rpn11 inh: inactive; SUMO1 PPI mod: -3; LMPTP block: -1.4; Scp1 inh: 5

How did CC1(C(=O)O)CCC2(C)CCC3(C)C(=CC(=O)C4C5(C)CCC(=O)C(C)(C)C5CCC43C)C2C1 (configuration not stated) do in these assays?
Rin1-Abl PPI inh: -7; Neddyl block: inactive; NadD block: 4; CSN inh: -3; STEP block: 2; DNMT1 inh: 1; Rpn11 inh: inactive; SUMO1 PPI mod: 3; LMPTP block: -1.8

How did CC(O)(c1ccccc1)c1nc(-c2ccc(F)c(Cl)c2)cs1 (configuration not stated) do in these assays?
Rin1-Abl PPI inh: -2; Neddyl block: inactive; NadD block: -6; CSN inh: 2; STEP block: -5; DNMT1 inh: 8; Rpn11 inh: inactive; SUMO1 PPI mod: 6; LMPTP block: 1.4

How did Cc1ccc2nc(C)c(C(=O)N/N=C/c3ccccc3[N+](=O)[O-])cc2c1 do in these assays?
Rin1-Abl PPI inh: 3; Neddyl block: inactive; NadD block: 11; CSN inh: 1; STEP block: 0; DNMT1 inh: 0; Rpn11 inh: inactive; SUMO1 PPI mod: -20; LMPTP block: -0.2; Scp1 inh: -8

What do the screens show for `CCCCCCNC(=O)CCc1nc2cccnc2n1Cc1ccc(OC)cc1`?
Rin1-Abl PPI inh: 2; Neddyl block: inactive; NadD block: -8; CSN inh: -4; STEP block: -1; DNMT1 inh: -4; Rpn11 inh: inactive; SUMO1 PPI mod: 3; LMPTP block: -1.5; Scp1 inh: 2

How did Cc1occc1-c1nnc(SCC(N)=O)n1Cc1ccccc1 do in these assays?
Rin1-Abl PPI inh: -2; Neddyl block: inactive; NadD block: -5; CSN inh: -11; STEP block: 0; DNMT1 inh: 3; Rpn11 inh: inactive; SUMO1 PPI mod: -2; LMPTP block: -0.7; Scp1 inh: -1

What do the screens show for `CCN(CC)CCCNC(=O)c1cc(Sc2nnc(C)s2)nc2ccccc12`?
Rin1-Abl PPI inh: -4; Neddyl block: inactive; NadD block: -3; CSN inh: -5; STEP block: 3; DNMT1 inh: 7; Rpn11 inh: inactive; SUMO1 PPI mod: -9; LMPTP block: 0.4; Scp1 inh: 1

How did Cc1noc(C)c1CSCC(=O)OCC(=O)Nc1ccc(OC(F)(F)F)cc1 do in these assays?
Rin1-Abl PPI inh: 0; Neddyl block: inactive; NadD block: -10; CSN inh: -2; STEP block: 1; DNMT1 inh: -5; Rpn11 inh: inactive; SUMO1 PPI mod: -1; LMPTP block: 1.3

What do the screens show for `CCOC(=O)C1(C)CCN1C(=O)c1cccs1` (configuration not stated)?
Rin1-Abl PPI inh: 0; Neddyl block: inactive; NadD block: 2; CSN inh: 2; STEP block: 9; DNMT1 inh: 0; Rpn11 inh: inactive; SUMO1 PPI mod: 3; LMPTP block: -0.3

Results for C=CCCC(=O)N1C[C@H]2CON(C)[C@H]2C[C@H]1c1cccc(Br)c1 ?
Rin1-Abl PPI inh: -1; Neddyl block: inactive; NadD block: 2; CSN inh: 0; STEP block: 1; DNMT1 inh: 15; Rpn11 inh: inactive; SUMO1 PPI mod: 2; LMPTP block: -2.1; Scp1 inh: -8

What do the screens show for `Cc1ccc(NC(=S)NCc2cccs2)cc1`?
Rin1-Abl PPI inh: 0; Neddyl block: inactive; NadD block: -3; CSN inh: -3; STEP block: -4; DNMT1 inh: 1; Rpn11 inh: inactive; SUMO1 PPI mod: 0; LMPTP block: -1.3; Scp1 inh: -3

What do the screens show for `COC(=O)c1cccc(NC(=S)N2CCCCC2)c1`?
Rin1-Abl PPI inh: -2; Neddyl block: inactive; NadD block: -4; CSN inh: 1; STEP block: 1; DNMT1 inh: 0; Rpn11 inh: inactive; SUMO1 PPI mod: -1; LMPTP block: 0.5; Scp1 inh: -7

What do the screens show for `CCO[C@@H]1c2c(ccc3ccc(=O)oc23)OC(C)(C)[C@@H]1O`?
Rin1-Abl PPI inh: 2; NadD block: -1; CSN inh: 4; STEP block: 0; DNMT1 inh: 5; Rpn11 inh: inactive; SUMO1 PPI mod: 3; LMPTP block: -0.7; Scp1 inh: 0

How did COc1ccc(NC(=O)CSCC(=O)N=c2sccn2C)cc1 do in these assays?
Rin1-Abl PPI inh: -1; Neddyl block: inactive; NadD block: -1; CSN inh: 1; STEP block: -2; DNMT1 inh: 0; Rpn11 inh: inactive; SUMO1 PPI mod: -1; LMPTP block: -0.4; Scp1 inh: -2

How did CCN(CC)CCCN(C(=O)c1cccs1)c1nc(-c2ccc(OC)cc2)cs1 do in these assays?
Rin1-Abl PPI inh: -3; Neddyl block: inactive; NadD block: -3; CSN inh: 0; STEP block: 0; DNMT1 inh: -3; Rpn11 inh: inactive; SUMO1 PPI mod: -3; LMPTP block: -1.4; Scp1 inh: -6

Results for CCCC(=O)Nc1cc(=O)[nH]c2ncnn12 ?
Rin1-Abl PPI inh: -3; Neddyl block: inactive; NadD block: -1; CSN inh: 6; STEP block: 2; DNMT1 inh: 0; Rpn11 inh: inactive; SUMO1 PPI mod: -2; LMPTP block: -4.8; Scp1 inh: 2

How did O=C(/C=C/c1ccccc1Cl)NCCc1ccccc1 do in these assays?
Rin1-Abl PPI inh: 0; Neddyl block: inactive; NadD block: 1; CSN inh: -2; STEP block: 1; DNMT1 inh: -4; Rpn11 inh: inactive; SUMO1 PPI mod: -3; LMPTP block: -1.2; Scp1 inh: -8

How did CCOC(=O)C1CCN(C(=O)c2ccccc2NS(=O)(=O)c2ccc(F)c(F)c2)CC1 do in these assays?
Rin1-Abl PPI inh: -5; Neddyl block: inactive; NadD block: 1; CSN inh: -9; STEP block: -3; DNMT1 inh: 4; Rpn11 inh: inactive; SUMO1 PPI mod: -2; LMPTP block: -0.7; Scp1 inh: 6

Results for CC(=O)OC1CC2(C)/C(=N\O)CCC2C2CCc3cc(O)ccc3C12 (configuration not stated) ?
Rin1-Abl PPI inh: -1; Neddyl block: inactive; NadD block: -2; CSN inh: 7; STEP block: -1; DNMT1 inh: 0; Rpn11 inh: inactive; SUMO1 PPI mod: 3; LMPTP block: -2.0; Scp1 inh: -4

Results for CCc1ccc[n+](-c2nc([O-])sc2C=O)c1 ?
Rin1-Abl PPI inh: -2; Neddyl block: inactive; NadD block: -8; CSN inh: 17; STEP block: 1; DNMT1 inh: 3; Rpn11 inh: inactive; SUMO1 PPI mod: -16; LMPTP block: -0.4; Scp1 inh: -4

Results for O=C(O)Cc1ccc(NC(=O)Nc2cccc3ccccc23)cc1 ?
Rin1-Abl PPI inh: 1; Neddyl block: inactive; NadD block: 1; CSN inh: -3; STEP block: 3; DNMT1 inh: 1; Rpn11 inh: inactive; SUMO1 PPI mod: -1; LMPTP block: -0.7; Scp1 inh: 0

What do the screens show for `COc1ccc(CN2C(=O)C(CC(=O)NCCc3ccccn3)CC(C(=O)N3CCCCCC3)=C2C)cc1` (configuration not stated)?
Neddyl block: inactive; NadD block: 4; CSN inh: -2; SUMO1 PPI mod: 0; LMPTP block: -0.9

What do the screens show for `CCn1c(SCC(=O)C(C)(C)C)nnc1-c1ccccc1OC`?
Rin1-Abl PPI inh: 0; Neddyl block: inactive; NadD block: 4; CSN inh: -2; STEP block: -2; DNMT1 inh: -2; Rpn11 inh: inactive; SUMO1 PPI mod: 0; LMPTP block: -0.5; Scp1 inh: -1

What do the screens show for `CC(C)c1nnc(NC(=O)COC(=O)/C=C/c2ccc([N+](=O)[O-])cc2)s1`?
Rin1-Abl PPI inh: 2; Neddyl block: inactive; NadD block: -3; CSN inh: -9; STEP block: 0; DNMT1 inh: 1; Rpn11 inh: inactive; SUMO1 PPI mod: -14; LMPTP block: 1.8; Scp1 inh: -5

Results for COC(=O)c1cc(OC)c(OC)cc1N1C(=O)CCCC1=O ?
Rin1-Abl PPI inh: 4; Neddyl block: inactive; NadD block: -1; CSN inh: -3; STEP block: -1; DNMT1 inh: 8; Rpn11 inh: inactive; SUMO1 PPI mod: 2; LMPTP block: 1.6; Scp1 inh: -7

How did Cc1ccc(S(=O)(=O)N(C)C)cc1NC(=O)COC(=O)c1cccs1 do in these assays?
Rin1-Abl PPI inh: -1; Neddyl block: inactive; NadD block: -1; CSN inh: 5; STEP block: -1; DNMT1 inh: -1; Rpn11 inh: inactive; SUMO1 PPI mod: 4; LMPTP block: -2.1

What do the screens show for `COc1ccc(CN(C)CC(=O)NC(=O)NCc2ccccc2)cc1OC`?
Rin1-Abl PPI inh: 1; Neddyl block: inactive; NadD block: 3; CSN inh: -4; STEP block: 2; DNMT1 inh: 0; Rpn11 inh: inactive; SUMO1 PPI mod: -2; LMPTP block: -1.5; Scp1 inh: -5

What do the screens show for `COc1cccc(/C=N/Nc2ncnc(Cl)c2N)c1O`?
Rin1-Abl PPI inh: -4; Neddyl block: inactive; NadD block: -5; CSN inh: -8; STEP block: -1; DNMT1 inh: 0; Rpn11 inh: inactive; SUMO1 PPI mod: -8; LMPTP block: -0.3; Scp1 inh: -7

What do the screens show for `CCOCCCN1C(=O)C(O)=C(C(C)=O)C1c1cccs1` (configuration not stated)?
Rin1-Abl PPI inh: 0; Neddyl block: inactive; NadD block: 2; CSN inh: -1; STEP block: 4; DNMT1 inh: 1; Rpn11 inh: inactive; SUMO1 PPI mod: -1; LMPTP block: -1.1; Scp1 inh: -4

Assay outcomes: PubChem BioAssay, several laboratories
